# NPY-Y2 antag = NPY-Y2 receptor antagonists, primary screen, cell-based; inhibition, % at 2.7 µM; NPY-Y2 expressing cells, antagonist mode; Neuropeptide Y receptor type 2 (Homo sapiens), P49146; hit rate 0.99% among 140,000; in the data active = inhibition above about 17%;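 also: 0% = vehicle with agonist challenge and 100% = reference antagonist with challenge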
# Target sequence (P49146 whole entry, looked up): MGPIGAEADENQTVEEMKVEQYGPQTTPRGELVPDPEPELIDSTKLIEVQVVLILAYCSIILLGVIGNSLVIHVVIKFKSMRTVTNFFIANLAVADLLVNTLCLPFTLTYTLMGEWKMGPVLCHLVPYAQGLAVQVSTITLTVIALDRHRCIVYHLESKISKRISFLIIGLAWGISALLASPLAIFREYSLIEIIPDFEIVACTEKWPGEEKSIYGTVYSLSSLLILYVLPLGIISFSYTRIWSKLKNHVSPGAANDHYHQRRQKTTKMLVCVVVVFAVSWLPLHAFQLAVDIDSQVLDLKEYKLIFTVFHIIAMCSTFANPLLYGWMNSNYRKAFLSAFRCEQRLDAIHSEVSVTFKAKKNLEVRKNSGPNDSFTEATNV
# GALR2 antag = GALR2 antagonists in receptor-expressing cells, primary screen; Galanin receptor type 2 (Homo sapiens), O43603; antagonist mode; inhibition, % at 4 µM; hit rate 0.39% among 140,000; AID 828, 2007; in the data active = inhibition above about 27%;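 also: cells stimulated with galanin 1-16 at roughly its EC80; 0% = agonist challenge control and 100% = basal control without agonist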
# Target sequence (O43603 whole entry, looked up): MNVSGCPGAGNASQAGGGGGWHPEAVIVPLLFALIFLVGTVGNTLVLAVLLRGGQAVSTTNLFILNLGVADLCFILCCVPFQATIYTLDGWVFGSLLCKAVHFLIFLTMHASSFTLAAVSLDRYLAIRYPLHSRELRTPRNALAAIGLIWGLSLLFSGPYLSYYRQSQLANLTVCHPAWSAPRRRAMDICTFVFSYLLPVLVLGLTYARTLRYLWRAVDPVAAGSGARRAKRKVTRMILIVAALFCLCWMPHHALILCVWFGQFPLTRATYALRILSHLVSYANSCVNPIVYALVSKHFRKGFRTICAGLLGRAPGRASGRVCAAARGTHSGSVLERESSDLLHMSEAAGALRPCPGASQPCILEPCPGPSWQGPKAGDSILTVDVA
# Phagocyt inh = inhibitors of macrophage phagocytosis, primary screen, imaging, J774A.1 cells, IgG beads; AID 1029, 2008; inhibition, % at 5 µM; J774A.1 macrophage IgG-bead phagocytosis; hit rate 0.07% among 110,000;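 active = inhibition above the mean of the plate negative controls plus 5 SD, cut at about 13% in these data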;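 also: phagocytic index as fraction of beads internalized from green versus red external bead signal; plate controls were DMSO negative control for no effect and cytochalasin-D positive control for full effect; some results beyond the cut were filed as inactive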
# E-sel TNF inh = E-selectin induction blockers in HUVEC – imaging, immunofluorescence, high content, primary screen | hit rate 0.71% among 120,000 | HUVEC TNFa-induced E-selectin immunofluorescence | inhibition, % at 2 µM;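 active = inhibition above the batch mean plus 3 SD, and confirmed as a hit on visual image review, cut at about 43% in these data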;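 also: 0% = TNF-stimulated DMSO wells and 100% = unstimulated control wells; not every result past the cut was called active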
# * = called active by the depositor; x = not tested or not shown. Not all compounds are listed; count on the stated rates, not on these rows.
# Sequence of screens: NPY-Y2 antag | GALR2 antag | Phagocyt inh | E-sel TNF inh
1: Cc1cc(OCC(=O)OC(C)(C)C)c2c3c(c(=O)oc2c1)CCC3
 : x | x | 3 | x
2: O=c1cccc2n1CC1CC2CN(c2ncnc3c2cnn3-c2ccc(Cl)cc2)C1 (stereo unspecified)
 : x | x | 0 | x
3: ClC1=CCC2CN(CCN3CCCCC3)CC2C1 (stereo unspecified)
 : x | x | 0 | x
4: COC(=O)C1=C(N)OC(C)=C(C(C)=O)C12C(=O)N(C)c1ccccc12 (stereo unspecified)
 : x | x | 0 | x
5: CCCCn1c(=O)c(C(=O)Nc2nc3ccccc3[nH]2)c(O)c2ccccc21
 : x | x | -1 | x
6: Cc1ccc(S(=O)(=O)N(C)C/N=C(\N)N[N+](=O)[O-])cc1
 : x | x | x | 3
7: CCNc1cc(N2CCNCC2)ccc1[N+](=O)[O-]
 : x | x | x | -33
8: Cn1cccc1/C=C1\C(=O)NC(=O)N(Cc2ccccc2Cl)C1=O
 : x | x | x | 26
9: O=C1CC(c2cccnc2)=NN1c1ccc(Cl)cc1Cl
 : x | x | x | 6
10: Cc1ccc(-c2nc3ccccc3c(=O)n2-c2cccc(O)c2)cc1
 : x | x | x | -12

# Sequence of screens: NPY-Y2 antag | GALR2 antag | Phagocyt inh | E-sel TNF inh
11: C#CCN1CCN(c2cccc(C(F)(F)F)c2)CC1
 : x | x | x | 7
12: Cc1nc2ccc(N3CCN(C)CC3)cc2nc1C
 : x | x | x | -21
13: O=C1NC(=O)C(CCc2ccncc2)(CCc2ccncc2)C(=O)N1C1CCCCC1
 : x | x | x | -4
14: CCCCCc1cc(O)c2c3c(c(=O)oc2c1)CN(C)CC3
 : x | x | x | -12
15: COc1ccc2c(CN3CC=C(c4ccccc4)CC3)cc(=O)oc2c1
 : x | x | x | 22
16: Cc1cc(C(=O)CS(=O)(=O)c2ccc(F)cc2)cc(C)c1OC(=O)N(C)C
 : x | x | x | 23
17: COc1ccc(CN2C(=O)NC(=O)/C(=C\c3ccc(OC)c(OC)c3OC)C2=O)cc1
 : x | x | x | -20
18: Cc1cc(S(N)(=O)=O)ccc1N=Cc1c(O)n(-c2ccccc2)c(=O)[nH]c1=O
 : x | x | x | -25
19: CN1CCC2(CC1)N=C(c1ccc(F)cc1)C(=S)N2
 : x | x | x | 18
20: COc1ccc(-c2nc3ccccc3c(=O)o2)cc1
 : x | x | x | -29

# Sequence of screens: NPY-Y2 antag | GALR2 antag | Phagocyt inh | E-sel TNF inh
21: Cc1nn(Cc2ccccc2)c(C)c1C(=O)NCc1ccccc1
 : x | x | x | -24
22: Cc1cccc(-n2c(O)c(C)c(=O)[nH]c2=S)c1
 : x | x | x | -25
23: CCCn1cc(CN2CCCC(C(=O)c3cccc(OC)c3)C2)c(C)n1 (stereo unspecified)
 : x | x | x | 15
24: Cn1ccc(NC(=O)CCl)n1
 : x | x | x | -23
25: Cc1nn(Cc2ccccc2)c(C)c1C(=O)O
 : x | x | x | -27
26: O=C(c1ccc(Cl)cc1)C1CCCN(Cc2ccon2)C1 (stereo unspecified)
 : x | x | x | -27
27: Cc1ccc(OCC(=O)N2CCN(C3CCC(c4ccccc4)CC3)CC2)cc1 (stereo unspecified)
 : x | x | x | -25
28: O=C1NC(=O)C(=Cc2ccc3c(c2)OCO3)C(=O)N1
 : x | x | x | -13
29: CC(C)N1CCN(Cc2ccccc2C(F)(F)F)CC1CCO (stereo unspecified)
 : x | x | x | -20
30: CC(C)CCNC(=O)c1cc(C(=O)c2cc(Br)ccc2O)cn(CCC(C)C)c1=O
 : x | x | x | 42

# Sequence of screens: NPY-Y2 antag | GALR2 antag | Phagocyt inh | E-sel TNF inh
31: O=C1NC(=O)C(CCc2ccncc2)(CCc2ccccn2)C(=O)N1c1ccc(Br)cc1 (stereo unspecified)
 : x | x | x | -16
32: CCCCCCn1c(=O)c(C(=O)Nc2nnc(C)s2)c(O)c2ccccc21
 : x | x | x | 2
33: CCC12CN3CCN(CC(C3)/C1=N/NC(N)=O)C2
 : x | x | x | -6
34: CC1CCCN(c2ccc(C(=O)N3CCC4(CC3)OCCO4)cc2[N+](=O)[O-])C1 (stereo unspecified)
 : x | x | x | 21
35: O=C1NC(=S)N(Cc2ccco2)C(=O)/C1=C\c1cccs1
 : x | x | x | -15
36: Cc1c(NC(NC(=O)CF)C(Cl)(Cl)Cl)c(=O)n(-c2ccccc2)n1C (stereo unspecified)
 : x | x | x | 21
37: CCc1cc2c(s1)N(CC(=O)OC)C(=O)CN=C2c1ccccc1OC
 : x | x | x | -2
38: Cc1cccc(-n2c(O)c(C=NC34CN5CN(CN(C5)C3)C4)c(=O)[nH]c2=O)c1
 : x | x | x | -18
39: O=C(Cc1ccccc1)Oc1cccc(-n2cnnn2)c1
 : x | x | x | -40
40: COc1cccc(C(=O)C2CCCN(Cc3ccon3)C2)c1 (stereo unspecified)
 : x | x | x | -2

# Sequence of screens: NPY-Y2 antag | GALR2 antag | Phagocyt inh | E-sel TNF inh
41: O=C1N(c2cccc(Cl)c2)C(c2cccnc2)N2CCCN12 (stereo unspecified)
 : x | x | x | 14
42: COc1ccc(C(=O)C2CCCN(Cc3ccon3)C2)cc1OC (stereo unspecified)
 : x | x | x | -18
43: Cn1cc(NC(=O)CCl)cn1
 : x | x | x | -17
44: CCCn1c(C(=O)c2ccccc2)nc2ccccc21
 : x | x | x | -15
45: CN1/C(=C\C=C2C(=O)NC(=O)NC2=O)C(C)(C)c2ccccc21
 : x | x | x | 9
46: CCc1ccc(N2C(=O)NC(=O)/C(=C/c3ccsc3)C2=O)cc1
 : x | x | x | 12
47: O=C1CN(C(=O)COC(=O)Cc2ccccc2)c2ccccc2N1
 : x | x | x | 12
48: CC(=O)OC1C2CCC1C(N1CCCCC1)CC2 (stereo unspecified)
 : x | x | x | 3
49: O=C(c1ccc(-c2ccccc2)cc1)C1CCCN(Cc2ccn[nH]2)C1 (stereo unspecified)
 : x | x | x | -8
50: COc1ccc(C2CN(C)CC2C(=O)c2ccc(C)cc2)cc1Cl (stereo unspecified)
 : x | x | x | 13

# The closing 2 compounds of the part before open the next one:
# Sequence of screens: NPY-Y2 antag | GALR2 antag | Phagocyt inh | E-sel TNF inh
49: O=C(c1ccc(-c2ccccc2)cc1)C1CCCN(Cc2ccn[nH]2)C1 (stereo unspecified)
 : x | x | x | -8
50: COc1ccc(C2CN(C)CC2C(=O)c2ccc(C)cc2)cc1Cl (stereo unspecified)
 : x | x | x | 13
51: Nc1ccc(Br)cc1C(=O)c1ccccc1
 : x | x | x | 5
52: CCCn1c(C)cc(C=O)c1C
 : x | x | x | -16
53: O=C1NC(=O)C(=Cc2ccc(N3CCOCC3)o2)C(=O)N1
 : x | x | x | -17
54: CC(NC1=NCCS1)c1ccccc1 (stereo unspecified)
 : x | x | x | -28
55: Cc1ccc(/C=C2\C(=O)NC(=O)N(Cc3ccccc3Cl)C2=O)o1
 : x | x | x | -55
56: CC(C)(C)NS(=O)(=O)c1ccc(OCC(=O)N2CCN(Cc3ccccc3)CC2)cc1
 : x | x | x | -35
57: CC1(C)C2([N+](=O)[O-])CN3CN(C2)CC1([N+](=O)[O-])C3
 : x | x | x | 25
58: O=C(CF)NC(NC(=S)Nc1ccccc1O)C(Cl)(Cl)Cl (stereo unspecified)
 : x | x | x | -3
59: CSc1ccc(CN2CCN(C(=O)COc3ccc(C)cc3)CC2)cc1
 : x | x | x | 2
60: CSc1ccc(CN2CCN(Cc3ccccc3Cl)CC2)cc1
 : x | x | x | -36

# Sequence of screens: NPY-Y2 antag | GALR2 antag | Phagocyt inh | E-sel TNF inh
61: N#Cc1ccc(NC(=O)CN2CCCC2)cc1Cl
 : x | x | x | -9
62: O=c1c2ccccc2[nH]c(=S)n1-c1ccc(Br)cc1
 : x | x | x | 43
63: COC(=O)Nc1ccc(N=C(N)N[N+](=O)[O-])cc1
 : x | x | x | -6
64: CC(NCc1ccccc1C(F)(F)F)C(O)c1ccccc1 (stereo unspecified)
 : x | x | x | -9
65: COc1ccc(NC(=O)c2cn(CCC#N)nc2-c2ccc([N+](=O)[O-])cc2)cc1
 : x | x | x | -21
66: COc1ccc(CCNCc2cccc(C(F)(F)F)c2)cc1OC
 : x | x | x | -11
67: O=C1NC(=O)N(Cc2ccccc2Cl)C(=O)/C1=C/c1cccs1
 : x | x | x | 17
68: O=C(c1ccc(-c2ccccc2)c(F)c1)C1CCCN(CCO)C1 (stereo unspecified)
 : x | x | x | -12
69: O=[N+]([O-])c1cccc(CN2CCN(Cc3ccc(Cl)cc3)CC2)c1
 : x | x | x | -41
70: CNS(=O)(=O)c1ccc(N=Cc2c(O)n(-c3cccc(C)c3)c(=O)[nH]c2=O)cc1
 : x | x | x | -1

# Sequence of screens: NPY-Y2 antag | GALR2 antag | Phagocyt inh | E-sel TNF inh
71: COc1cccc(O)c1CN1CCCC(C(=O)c2sccc2C)C1 (stereo unspecified)
 : x | x | x | -17
72: Cc1ccc(OP(=O)(O)Oc2ccc(C)cc2)cc1
 : 12 | -4 | x | x
73: CC1C(c2cccs2)=[N+]([O-])C(C)(C(=O)c2ccc(Cl)cc2)N1O (stereo unspecified)
 : 1 | 0 | x | x
74: CC(N)Cc1c[nH]c2ccc(Cl)cc12 (stereo unspecified)
 : 6 | -1 | x | -27

# Structures shown so far that contain sulfur, in the order listed:
# Sequence of screens: NPY-Y2 antag | GALR2 antag | Phagocyt inh | E-sel TNF inh
6: Cc1ccc(S(=O)(=O)N(C)C/N=C(\N)N[N+](=O)[O-])cc1
 : x | x | x | 3
16: Cc1cc(C(=O)CS(=O)(=O)c2ccc(F)cc2)cc(C)c1OC(=O)N(C)C
 : x | x | x | 23
18: Cc1cc(S(N)(=O)=O)ccc1N=Cc1c(O)n(-c2ccccc2)c(=O)[nH]c1=O
 : x | x | x | -25
19: CN1CCC2(CC1)N=C(c1ccc(F)cc1)C(=S)N2
 : x | x | x | 18
22: Cc1cccc(-n2c(O)c(C)c(=O)[nH]c2=S)c1
 : x | x | x | -25
32: CCCCCCn1c(=O)c(C(=O)Nc2nnc(C)s2)c(O)c2ccccc21
 : x | x | x | 2
35: O=C1NC(=S)N(Cc2ccco2)C(=O)/C1=C\c1cccs1
 : x | x | x | -15
37: CCc1cc2c(s1)N(CC(=O)OC)C(=O)CN=C2c1ccccc1OC
 : x | x | x | -2
46: CCc1ccc(N2C(=O)NC(=O)/C(=C/c3ccsc3)C2=O)cc1
 : x | x | x | 12
54: CC(NC1=NCCS1)c1ccccc1 (stereo unspecified)
 : x | x | x | -28
56: CC(C)(C)NS(=O)(=O)c1ccc(OCC(=O)N2CCN(Cc3ccccc3)CC2)cc1
 : x | x | x | -35
58: O=C(CF)NC(NC(=S)Nc1ccccc1O)C(Cl)(Cl)Cl (stereo unspecified)
 : x | x | x | -3
59: CSc1ccc(CN2CCN(C(=O)COc3ccc(C)cc3)CC2)cc1
 : x | x | x | 2
60: CSc1ccc(CN2CCN(Cc3ccccc3Cl)CC2)cc1
 : x | x | x | -36
62: O=c1c2ccccc2[nH]c(=S)n1-c1ccc(Br)cc1
 : x | x | x | 43
67: O=C1NC(=O)N(Cc2ccccc2Cl)C(=O)/C1=C/c1cccs1
 : x | x | x | 17
70: CNS(=O)(=O)c1ccc(N=Cc2c(O)n(-c3cccc(C)c3)c(=O)[nH]c2=O)cc1
 : x | x | x | -1
71: COc1cccc(O)c1CN1CCCC(C(=O)c2sccc2C)C1 (stereo unspecified)
 : x | x | x | -17
73: CC1C(c2cccs2)=[N+]([O-])C(C)(C(=O)c2ccc(Cl)cc2)N1O (stereo unspecified)
 : 1 | 0 | x | x

# Screens from PubChem.
